# D1 agonist – agonists of human D1 dopamine receptor. P21728. 1% of 360,000 active. activation, % at 2 µM. HEK293 T-REx D1 cells, calcium flux, agonist mode; in the data active means activation above about 30%; further: 0% is about no effect
# Target sequence (P21728 whole entry, looked up): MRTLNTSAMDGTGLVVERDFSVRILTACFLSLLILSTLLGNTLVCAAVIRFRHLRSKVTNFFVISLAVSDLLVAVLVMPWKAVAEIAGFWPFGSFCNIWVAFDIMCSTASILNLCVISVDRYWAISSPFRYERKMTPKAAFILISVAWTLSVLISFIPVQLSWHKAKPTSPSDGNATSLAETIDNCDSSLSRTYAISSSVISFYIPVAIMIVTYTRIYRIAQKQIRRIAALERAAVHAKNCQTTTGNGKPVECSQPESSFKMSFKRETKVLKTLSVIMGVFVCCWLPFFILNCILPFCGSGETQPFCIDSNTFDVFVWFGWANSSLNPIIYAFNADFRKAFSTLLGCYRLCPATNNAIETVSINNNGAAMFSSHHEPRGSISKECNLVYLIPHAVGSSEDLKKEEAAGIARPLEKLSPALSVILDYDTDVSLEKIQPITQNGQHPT
#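 Inducible HEK293 T-REx D1 cells, force-coupled to calcium signalling, were plated at 4000 cells/well with tetracycline and held overnight at 30 C. After no-wash calcium dye loading, compound-evoked calcium rise over 180 s flagged agonists.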
# GRP78 ERSR act – inducers of ER stress response in human glioma cells; U87-MG GRP78 promoter luciferase reporter, 16 h; Potency, µM, inactives show at the top dose activation, most hits filed as activators; 0.02% of 420,000 active; AID 602332; further: potency means the concentration at half of the fitted maximal effect; series mostly up to about 76 µM; % of control where 0% means no effect; nearly all actives have a fitted effect of over 35% in size
#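 Stably transfected U87-MG human glioma cells carrying a GRP78-based luminescent sensor were seeded at 1000 cells/well, pin-dosed with compounds and incubated 16 h. Luciferase reagent was then added, and end-point luminescence was read after 10 min at room temperature.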
# D2 potentiator – D2 dopamine receptor (human) potentiation; HEK293 T-REx D2, calcium flux, EC20 dopamine potentiation; potentiation, % at 10 µM; 0.34% of 340,000 active;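 active means potentiation over 3 SD above the plate norm, cut at about 30% in these data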; further: 0% is about no effect
#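 Calcium flux readout, no-wash dye, 1 read/s. Inducible HEK293 Trex D2 line, overnight 30 C. Compound alone 180 s (agonist flags), then EC20 dopamine, another 180 s to score potentiation.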
# D1 antag – blocks dopamine activation of the human D1 receptor; P21728; activity change, negative = inhibition, % at 10 µM; 3.2% of 360,000 active; HEK293 TREx D1 cells, calcium flux, dopamine EC80; stronger effect = lower value; in the data active means activity change below about -30%; further: on the % scale 0 is the no-effect control and ±100 the full control effect
#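 After overnight tetracycline induction at 30 C, force-coupled D1 HEK293 cells took up a no-wash calcium dye at room temperature. Compounds were added and monitored 180 s, and the response to EC80 dopamine was then recorded.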
# D1 potentiator – human D1 dopamine receptor positive modulation; P21728; HEK293 TREx D1 cells, calcium flux, dopamine EC20 potentiation; potentiation, % at 10 µM; 0.036% of 360,000 active; AID 504651; in the data active means potentiation above about 30%; further: 0% is about no effect
# Vif-APOBEC3F blk – Vif-A3F binding inhibition; HeLa A3F-eYFP + Vif (tagged APOBEC3F with the HIV-1 protein that degrades it), YFP fluorescence increase; AID 602313; 0.2% of 390,000 active; Potency, µM (highest dose often 46.1 µM), for the others: top-dose activity, negative = active; further: potency means the concentration at half of the fitted maximal effect; % of control where 0% means no effect; nearly all actives have a fitted effect of over 65% in size
#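 Fluorescence increase (Ex 488/Em 500-530) after overnight compound treatment at 37 deg C flags inhibition of Vif-driven A3F-eYFP loss in stable HeLa A3F-eYFP/Vif cells seeded overnight beforehand.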
# Vif-APOBEC3G blk – blocks the Vif interaction with human APOBEC3G; 0.076% of 410,000 active; HeLa A3G-eYFP + Vif (tagged APOBEC3G with the HIV-1 protein that degrades it), YFP fluorescence, overnight; Potency, µM (titrated, usually from 46.1 µM), without a hit: at the highest dose activity, negative = active, most hits filed as inhibitors; Q9HC16;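 further: potency means the concentration at half of the fitted maximal effect; on the % scale 0 is the no-effect control and ±100 the full control effect; nearly all actives have a fitted effect of over 60% in size; hits raise eYFP signal because A3G escapes Vif-driven loss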
# Target sequence (Q9HC16 whole entry, looked up): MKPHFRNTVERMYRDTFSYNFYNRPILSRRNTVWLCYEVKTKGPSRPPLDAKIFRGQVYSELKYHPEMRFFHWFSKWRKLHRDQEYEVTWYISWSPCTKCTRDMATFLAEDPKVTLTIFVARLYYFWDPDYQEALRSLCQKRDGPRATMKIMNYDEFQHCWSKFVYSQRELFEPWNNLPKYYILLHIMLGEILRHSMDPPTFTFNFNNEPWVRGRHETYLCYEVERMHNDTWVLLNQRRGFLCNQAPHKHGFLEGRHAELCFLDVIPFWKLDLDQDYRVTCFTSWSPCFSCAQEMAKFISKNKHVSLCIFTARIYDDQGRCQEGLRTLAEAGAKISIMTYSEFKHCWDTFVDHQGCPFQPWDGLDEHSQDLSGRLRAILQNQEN
#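 Read-out is eYFP fluorescence (Ex 488/Em 500-530) from Vif-expressing HeLa A3G-eYFP cells; more signal means A3G escaped Vif-mediated degradation. Cells plated overnight, compound pinned in, incubated overnight at 37 deg C.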
# RXFP1 ag – RXFP1 (human) receptor agonism. Q9HBX9. AID 2676. 0.3% of 370,000 active. HEK293T-RXFP1 cAMP TR-FRET, 30 min; response scale: percent of porcine relaxin response, buffer zero. Potency, µM (titrated, usually from 57.5 µM), for inactives: at the top dose activation, most hits filed as activators; further: potency means the concentration at half of the fitted maximal effect; on the % scale 0 is the no-effect control and ±100 the full control effect; nearly all actives have a fitted effect of over 60% in size; many of its hits are not listed in these tables
#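 cAMP rise read by TR-FRET after 30 min, 37C compound exposure (up to 58 uM) in RXFP1-transfected HEK293 cells with Ro 20174 present. EC50 from Hill-equation fits, with 29 nM porcine relaxin as 100% and buffer as basal.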
# RXFP1 antagonist – blocks the human relaxin receptor RXFP1. Q9HBX9. HEK293-RXFP1, relaxin-stimulated cAMP HTRF, 30 min; stronger effect = lower value. activity change, negative = inhibition, % at 57.5 µM. 0.59% of 350,000 active. AID 1259400;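 active means activity change of -60% or lower, but not beyond a set lower limit; inconclusive means change between -60% and -40%, or beyond the set limit; inactive means change above -40%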; further: on the % scale 0 is the no-effect control and ±100 the full control effect
# Active calls of the source: *; ? = inconclusive; . = not tested or not shown. Unless noted, the call rests on the fitted dose curve; in most records, active means well fitted curve in the direction sought with a large enough effect; inconclusive means small, poorly fitted or top-dose-only effect, or another doubt; inactive means no such curve, though single readings can be large; an effect the other way counts as inactive or inconclusive.
compound	Vif-APOBEC3F blk	RXFP1 antagonist	GRP78 ERSR act	RXFP1 ag	D1 antag	D1 potentiator	Vif-APOBEC3G blk	D2 potentiator	D1 agonist
CC(=O)N(C)N(C)c1cc(C)nc(N)n1	6%	7	-4%	-2.8%	6	-1	1%	14	1
COCCNC(=S)N/N=C/c1ccc(-c2ccc([N+](=O)[O-])cc2)o1	?	1	-1%	3.7%	-4	2	?	3	88*
O=C(Nc1ccc(OC(F)(F)F)cc1)c1cc2ccccn2n1	-1%	7	-3%	-3.1%	-16	-3	1%	-8	5
Cc1cc(C)c(C)c(C(=O)CSc2nnc(-c3ccc4[nH]c(C)c(C)c4c3)o2)c1C	4%	-17	-3%	1.9%	5	11	-9%	13	1
CCNC(=S)Nc1cccc(S(=O)(=O)Nc2ccccc2OC)c1	8%	-1	-8%	3.7%	-19	-1	-7%	-11	15
CCOC(=O)CN(Cc1sccc1C)C(=O)Nc1ccc(OCC)cc1	-1%	3	-2%	0.0%	3	-1	0%	-10	0
Cc1nn(C)c(C)c1CN(Cc1nc(-c2cc(F)ccc2F)oc1C)C1CC1	-4%	-17	1%	0.8%	-22	-4	2%	-1	8
COc1cc2c(cc1OC)C(COc1ccc3c(C)cc(=O)oc3c1)N(C(=O)c1ccco1)CC2 (stereo not drawn)	-5%	-4	-3%	8.0%	-3	-7	-6%	-4	-2
CC1CC(C)CN(c2nc3c(c(=O)[nH]c(=O)n3C)n2CCCSc2nc3ccccc3s2)C1 (stereo not drawn)	1%	5	-3%	.	.	.	2%	.	.
O=C(NCC(c1cccnc1)N1CCOCC1)c1cccs1 (stereo not drawn)	8%	-7	-3%	-0.3%	5	-6	0%	-2	4
O=c1c(N=Nc2ccccc2)c[nH]n1-c1ccccc1	-1%	12	-2%	.	.	.	-4%	.	.
O=C(Nc1nccs1)C1CCN(S(=O)(=O)c2ccccc2)CC1	3%	-9	-3%	2.5%	-11	6	-4%	6	1
CCOc1ccc(CN(C)C(=O)c2cc3ccccc3o2)cc1OC	-3%	-23	-4%	1.9%	-9	.	1%	-5	12
CCOC(=O)C(NC(C)=O)C(=O)Nc1ccc(C)cc1C (stereo not drawn)	-3%	?	-1%	4.2%	-8	4	0%	4	3
COc1ccc(CN2CCN(C(=O)c3ccccc3C(=O)c3ccccc3)CC2)cc1OC	-14%	-5	-2%	.	.	.	0%	.	.
Cc1cc(C)cc(NC(=S)NC2CC3CCCC(C2)N3C2CCCC2)c1 (stereo not drawn)	-2%	-2	0%	0.3%	-8	-9	4%	-4	2
COc1ccc(C(=O)N2CCC(CCC(=O)Nc3cccc(C)c3)CC2)cc1	-10%	-14	1%	-1.9%	-7	-2	0%	3	4
COc1cc(C(=O)ON=C2C=C(C)C(=O)C(C)=C2)cc(OC)c1OC	?	3	-6%	0.3%	11	0	1%	3	1
N/C(=N\OC(=O)c1ccc(Cl)cc1Cl)c1cccnc1	-9%	-3	2%	2.6%	15	-1	-3%	6	-1
COc1ccc(CN2C(=O)COc3ccccc32)cc1	2%	5	-2%	-1.7%	-11	5	-7%	-6	4
CC(C)c1ccc(NC(=O)c2cccc(NC3=NC4CS(=O)(=O)CC4S3)c2)cc1 (stereo not drawn)	3%	5	5%	-1.3%	-2	-8	1%	4	2
C=CCN1C(=O)C(O)(CC(=O)c2ccccn2)c2ccccc21 (stereo not drawn)	12%	10	-3%	0.4%	-2	8	1%	5	1
S=C(NCc1cccs1)Nc1ccccc1	-13%	0	1%	2.9%	3	-3	0%	-3	4
COC(=O)c1ccccc1NC(=O)Cn1c(=O)cc(C)c2c(C)nn(-c3cccc(Cl)c3C)c21	-10%	.	-2%	1.7%	11	-6	2%	-10	3
Cc1cc(C(=O)NC2CC(C)(C)Cc3c2cnn3-c2cccc(F)c2)nn1C (stereo not drawn)	-4%	-29	-2%	-1.1%	5	-2	0%	9	0
NC(=O)c1ccc(NC(=O)CC23CC4CC(CC(Br)(C4)C2)C3)cc1	-5%	8	-3%	2.6%	4	-2	1%	-9	2
O=C(c1ccco1)N1CCN(Cc2cc(=O)c(OCc3cccc(F)c3)co2)CC1	5%	-17	-3%	0.3%	6	-2	-1%	9	0
Cc1ccc(-c2cn(-c3cccc(Cl)c3)c(S(=O)(=O)CC(=O)Nc3cccc(C)c3)n2)cc1	4%	-32	4%	0.7%	-3	3	-7%	-20	5
CCOC(=O)CNC(=O)CSc1ncnc2c1cnn2Cc1ccccc1	-1%	3	-17%	0.7%	-6	1	-1%	13	5
N/C(=N\OC(=O)c1ccccc1)C(C(=O)NOC(=O)c1ccccc1)C1CCCCC1 (stereo not drawn)	5%	10	-11%	.	.	.	-27%	.	.
Cc1ccc(-c2csc(NC(=O)C3CC=CCC3C(=O)O)c2C(=O)OC(C)C)cc1 (stereo not drawn)	0%	3	-2%	4.3%	0	-2	0%	0	2
Cc1ccc(C(=O)Nc2cccc(NC(=O)c3ccc(C)cc3)n2)cc1	-6%	-3	-1%	.	.	.	-2%	.	.
CC(C)Sc1nnc(Cn2c(=O)sc3ccccc32)n1-c1ccccc1	1%	4	-1%	0.0%	-11	0	0%	11	5
Cc1ccc(NC(=O)Cn2nnc(-c3nc(-c4ccncc4)no3)c2N)cc1	.	-2	.	-1.3%	-5	-1	.	2	0
Nc1cc(Cl)ccc1N1CCCC1	5%	3	-6%	-1.2%	23	-1	4%	-1	1
O=Cc1ccc2oc3nc4n(c(=O)c3c(=O)c2c1)CCCS4	4%	-8	-2%	-0.1%	3	2	0%	0	0
COc1cc(Cn2c(N)c(C#N)c3nc4ccccc4nc32)cc(OC)c1	-9%	-5	-3%	2.8%	-12	1	0%	3	18
Cc1cc(NC(=O)CSCc2nc(-c3cccc(Cl)c3)oc2C)no1	-12%	.	-1%	2.2%	-11	-2	5%	-1	-2
CC1CC(C)CN(c2oc(Cc3ccccc3)nc2C#N)C1 (stereo not drawn)	-23%	-4	3%	2.6%	-8	-3	-2%	2	1
O=c1c(CN2CCN(c3ccccn3)CC2)coc2ccccc12	0%	-4	1%	0.2%	-10	-8	2%	-17	5
COc1ccc(C(C(=O)NCC2CCCO2)N(C(=O)c2snc(C(N)=O)c2N)c2ccccc2C)cc1OC (stereo not drawn)	10%	13	-3%	-2.5%	5	-5	-5%	.	0
O=C(COc1nsnc1N1CCOCC1)Nc1cccc(Cl)c1	5%	-9	-5%	-0.5%	-12	-1	-5%	-5	20
COc1ccccc1CNC(=O)CCCn1c(=O)c2ccccc2n(CC(=O)Nc2ccc(C)cc2Cl)c1=O	-6%	.	-3%	-3.9%	-2	-1	?	21	3
CC(C)CNC(=O)COC(=O)c1ccc(Cl)c(S(N)(=O)=O)c1	4%	-6	-2%	2.7%	-1	-1	2%	-6	-1
CCN(CC)CCCn1c(C)cc2c(c1=O)C(c1cc(OC)c(OC)cc1OC)C(C#N)=C(N)O2 (stereo not drawn)	4%	2	0%	0.1%	2	-2	-2%	-1	0
O=C(CN1N=C(c2ccc(Cl)cc2)CCC1=O)NCCN1CCc2ccccc2C1	3%	14	-5%	-0.4%	-1	-2	-3%	-13	7
N/C(=N\OC(=O)c1ccc(Cl)cc1)c1ccccn1	1%	7	-10%	-2.8%	1	-6	-3%	4	0
CCOC(=O)C1C(c2cccs2)NC(=O)N(C)C1(O)C(F)(F)F (stereo not drawn)	-12%	6	-1%	2.0%	6	-5	0%	-3	1
O=C1Nc2ccccc2C1Cc1ccc(Br)cc1 (stereo not drawn)	1%	-31	-1%	-2.2%	5	2	3%	3	-2
COc1ccc([N+](=O)[O-])cc1COc1ccc2c(-c3ccccc3)cc(=O)oc2c1	-4%	-5	-4%	3.7%	-33*	-14	1%	16	5

# The results go on:
compound	Vif-APOBEC3F blk	RXFP1 antagonist	GRP78 ERSR act	RXFP1 ag	D1 antag	D1 potentiator	Vif-APOBEC3G blk	D2 potentiator	D1 agonist
O=C(CSc1nnc(-c2cccnc2)n1CCc1ccccc1)N1CCCCC1	-1%	-12	-3%	-1.7%	-2	5	1%	11	1
O=C(O)CCc1ccc(-c2ccc(Cl)cc2)n1CC(=O)Nc1ccccc1	?	-5	-2%	-3.5%	-5	-1	-10%	36*	5
CC(C)c1ccc(S(=O)(=O)N2CCN(C(=O)C3CCCCC3)CC2)cc1	-10%	-6	-6%	0.2%	-5	-1	1%	8	1
COC(=O)c1sc2ncn(N)c(=O)c2c1C	-8%	-7	-5%	8.2%	-26	-11	-4%	-6	4
CC(=O)N/C(=C\c1ccccc1)C(=O)OCC(=O)c1c(N)n(C)c(=O)n(C)c1=O	1%	-8	-2%	.	.	.	1%	.	.
CC(Sc1nc(NC(C)(C)C)nc(N(C)C)n1)C(=O)Nc1ccccc1 (stereo not drawn)	3%	-16	-4%	-0.7%	-1	0	-2%	-23	7
CN(C)CCN(C(=O)c1ccc2c(c1)CCCC2)c1nc2cc3c(cc2s1)OCCO3	-6%	-30	0%	-0.8%	0	0	-1%	11	2
CCOC(=O)Cc1nn(Cc2ccc(Cl)cc2)c(=O)c2ccccc12	-7%	0	-3%	-1.0%	-21	-4	1%	0	1
CCN(C(=O)CSc1nnc(-c2cccs2)o1)C1CCS(=O)(=O)C1 (stereo not drawn)	-4%	-1	-2%	4.7%	-3	4	0%	-12	2
CS(=O)(=O)N1CCC(C(=O)Nc2ccc(Cl)cc2Cl)CC1	-2%	5	-3%	.	.	.	0%	.	.
O=C(Nc1ccccn1)c1ccco1	7%	1	3%	0.2%	1	-8	0%	0	1
S=c1nccc(-c2ccc(Cl)cc2)[nH]1	2%	-16	0%	1.1%	1	23	0%	-3	0
COc1cc(CN(CC2CCCO2)C(=O)c2ccco2)cc(OC)c1OC (stereo not drawn)	-3%	16	-1%	-0.2%	-7	0	0%	9	4

# High-throughput results deposited in PubChem by National Center for Advancing Translational Sciences (NCATS).

# A portion of the library; rates above refer to the full screens.
